Compound activity (PubChem BioAssay)
BH1578 lux ind – induces V. cholerae light production without autoinducers | V. cholerae BH1578 lux reporter, luminescence, 6 h | activation, % at 18.7 µM | 350,000 compounds, 0.16% hits | AID 588436; in the data active = activation mostly above about 9.7%, no sharp cut-off; also: not every result past the cut was called active; inactives centre near 0; reference of the scale not given here
TcdB GH inh – blocks C. difficile toxin B glycohydrolase activity; inhibition, % at 9.99 µM; TcdB glycohydrolase enzymatic assay, plate reader; P18177; 350,000 compounds, 0.24% hits; in the data active = inhibition above about 10%
Target sequence (P18177 whole entry, looked up): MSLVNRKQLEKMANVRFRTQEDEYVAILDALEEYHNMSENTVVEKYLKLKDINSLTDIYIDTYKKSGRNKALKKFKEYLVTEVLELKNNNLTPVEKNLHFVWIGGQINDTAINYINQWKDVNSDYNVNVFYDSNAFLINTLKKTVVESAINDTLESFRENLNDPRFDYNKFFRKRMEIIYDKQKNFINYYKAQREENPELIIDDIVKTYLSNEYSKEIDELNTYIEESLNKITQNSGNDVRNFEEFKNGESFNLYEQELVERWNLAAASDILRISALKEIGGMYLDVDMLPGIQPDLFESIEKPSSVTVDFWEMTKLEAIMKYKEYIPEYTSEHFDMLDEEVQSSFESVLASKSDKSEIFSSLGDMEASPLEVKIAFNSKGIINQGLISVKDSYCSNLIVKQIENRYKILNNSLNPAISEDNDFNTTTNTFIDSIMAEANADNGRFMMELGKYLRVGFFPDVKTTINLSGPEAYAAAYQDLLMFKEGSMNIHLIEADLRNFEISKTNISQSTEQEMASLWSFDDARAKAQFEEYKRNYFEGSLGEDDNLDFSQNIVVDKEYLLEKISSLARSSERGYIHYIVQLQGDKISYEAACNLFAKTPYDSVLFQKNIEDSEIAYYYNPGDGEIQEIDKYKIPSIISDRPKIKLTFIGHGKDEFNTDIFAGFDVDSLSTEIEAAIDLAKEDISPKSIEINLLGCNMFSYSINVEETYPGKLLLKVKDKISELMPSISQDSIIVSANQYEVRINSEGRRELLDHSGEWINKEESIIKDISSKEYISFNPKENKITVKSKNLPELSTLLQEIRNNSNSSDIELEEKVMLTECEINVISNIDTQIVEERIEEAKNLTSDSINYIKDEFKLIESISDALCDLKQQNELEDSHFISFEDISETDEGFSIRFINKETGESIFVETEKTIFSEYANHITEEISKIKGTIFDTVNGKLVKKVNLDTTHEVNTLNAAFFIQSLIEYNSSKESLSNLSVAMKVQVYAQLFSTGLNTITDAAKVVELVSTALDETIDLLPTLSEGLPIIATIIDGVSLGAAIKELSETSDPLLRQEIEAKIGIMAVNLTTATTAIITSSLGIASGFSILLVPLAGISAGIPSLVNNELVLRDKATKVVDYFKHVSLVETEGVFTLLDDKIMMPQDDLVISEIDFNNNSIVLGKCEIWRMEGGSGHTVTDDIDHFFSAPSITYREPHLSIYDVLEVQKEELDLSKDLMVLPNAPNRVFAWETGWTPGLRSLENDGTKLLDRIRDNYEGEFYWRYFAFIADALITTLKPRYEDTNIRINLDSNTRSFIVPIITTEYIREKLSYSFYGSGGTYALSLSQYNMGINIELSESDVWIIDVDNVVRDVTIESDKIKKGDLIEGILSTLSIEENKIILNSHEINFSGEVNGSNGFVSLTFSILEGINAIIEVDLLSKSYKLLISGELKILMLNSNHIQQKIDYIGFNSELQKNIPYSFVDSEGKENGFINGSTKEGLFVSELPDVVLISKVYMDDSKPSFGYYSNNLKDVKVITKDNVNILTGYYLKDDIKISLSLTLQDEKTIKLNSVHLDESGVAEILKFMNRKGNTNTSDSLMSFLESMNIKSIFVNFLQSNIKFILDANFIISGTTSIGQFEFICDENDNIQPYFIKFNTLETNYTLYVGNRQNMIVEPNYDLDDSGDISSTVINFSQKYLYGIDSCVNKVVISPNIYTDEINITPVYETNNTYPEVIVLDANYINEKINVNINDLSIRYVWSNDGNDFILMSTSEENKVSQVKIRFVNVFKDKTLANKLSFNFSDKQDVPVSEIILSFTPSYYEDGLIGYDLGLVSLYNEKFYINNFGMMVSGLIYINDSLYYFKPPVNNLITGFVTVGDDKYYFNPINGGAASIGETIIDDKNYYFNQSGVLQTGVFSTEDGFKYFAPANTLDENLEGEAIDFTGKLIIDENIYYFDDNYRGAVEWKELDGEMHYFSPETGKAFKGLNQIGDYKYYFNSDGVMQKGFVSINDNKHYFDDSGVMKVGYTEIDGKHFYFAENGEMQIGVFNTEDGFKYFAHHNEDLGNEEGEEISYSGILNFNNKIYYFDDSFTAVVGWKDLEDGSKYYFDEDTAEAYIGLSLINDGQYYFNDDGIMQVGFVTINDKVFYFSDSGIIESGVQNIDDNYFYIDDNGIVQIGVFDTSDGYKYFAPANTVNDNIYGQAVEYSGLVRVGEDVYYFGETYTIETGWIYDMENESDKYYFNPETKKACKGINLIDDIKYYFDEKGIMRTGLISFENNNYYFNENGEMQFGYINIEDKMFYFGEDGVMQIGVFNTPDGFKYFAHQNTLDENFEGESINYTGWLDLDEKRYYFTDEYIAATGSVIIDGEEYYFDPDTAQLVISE
PfHsp40 rescue – compounds rescuing yeast from Plasmodium falciparum HSP40 toxicity; S. cerevisiae expressing PfHsp40, growth rescue, ATP luminescence; growth rescue, % at 12.5 µM; 340,000 compounds, 0.68% hits; AID 504582; in the data active = growth rescue above about 28%, passing the limit was not always enough;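 also: yeast W303a lacking pdr1 and pdr3 grown in galactose medium; growth measured after three days at 30 °C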
Anthrax LF prot – inhibitors of Bacillus anthracis lethal factor protease; multiplex microsphere protease cleavage assay, LF; inhibition, % at 10 µM; P15917; AID 588501; 360,000 compounds, 0.12% hits; also: plate controls were buffer without enzyme for full effect and enzyme alone for no effect
BoNT-A LC inh2 – blocks Botulinum neurotoxin A light chain protease | multiplex microsphere protease substrate cleavage, flow cytometry | inhibition, % at 10 µM | 360,000 compounds, 0.17% hits; also: plate controls were buffer without enzyme for full effect and enzyme alone for no effect
SARS 3CLpro inh – SARS-CoV 3CLpro protease inhibition | P0C6X7 | recombinant SARS-CoV 3CLpro, quenched FRET peptide cleavage | inhibition, % at 6 µM | 290,000 compounds, 0.14% hits | AID 1706; in the data active = inhibition above about 12%
Y pestis TopoI – inhibitors of Yersinia pestis topoisomerase I | Y. pestis Topo-I cleavage product accumulation, plate reader | activity, % at 10 µM | 360,000 compounds, 0.064% hits | AID 504884; in the data active = activity above about 50%, passing the limit was not always enough; also: inactives centre near 2
PriA SSB inh – K. pneumoniae PriA-SSBct interaction inhibition; AlphaScreen SSBct-PriA binding, biotinylated peptide; AID 1272365; 430,000 compounds, 0.6% hits; inhibition, % at 33 µM; in the data active = inhibition mostly above about 37%, no sharp cut-off; inactive = mostly below about 20%;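 also: plate controls were negative control peptide for no effect and reference peptide for full effect; strong numbers were not always called active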
PrPC surface inh – cell surface PrPC inhibition, primary TR-FRET screen; TR-FRET read-out; inhibition, % at 13.8 µM; 370,000 compounds, 0.43% hits; AID 720596; in the data active = inhibition above about 24%; also: 0% = median of the test wells and 100% = reference compound wells
Active calls of the source: *; i = inactive; . = no result given; & = joins results of further samples. Rule as the data show it, unless noted: active = inhibition above about 30%; inconclusive = no clear call, values can overlap the other calls; inactive = below that. The list is partial; count on the stated rates, not on these rows.

SMILES	BH1578 lux ind	TcdB GH inh	PfHsp40 rescue	Anthrax LF prot	BoNT-A LC inh2	SARS 3CLpro inh	Y pestis TopoI	PriA SSB inh	PrPC surface inh
Cn1c(CNC(=O)c2ccccc2)nnc1SCC(=O)N1CCN(c2ccccc2)CC1	i	.	-0.9	0	-0.2	2	16	-4	2
CCOC(=O)c1c(N)nn(C(=O)C(C)(C)C)c1-c1ccccc1	i	.	0.3	-1	-1.1	1	0	-6	4
O=C(Nc1ccc2oc(-c3ccncc3)nc2c1)c1ccc(Br)o1	-0.3	0.7	1.3	-4	0.2	-3	-1	1	-4
O=C(CN1CCN(Cc2cccc(F)c2)CC1)NCc1ccccc1	i	-0.4	-0.8	0	-0.8	-5	2	-9	-1
COc1ccc(C2=NN(c3nc(C)cc(C)n3)C(=O)C2)cc1	0.4	-2.0	1.0	-2	0.6	1	1	12	-4
COc1cc(C(O)CN)ccc1O (stereo unspecified)	-0.3	0.3	-0.8	9	-0.8	.	-11	-4	1
Cn1c(=O)c2c(nc(N3CCc4ccccc4C3)n2Cc2ccccc2F)n(C)c1=O	i	.	0.5	-5	0.0	4	10	-3	5
Cc1nc2c(C(=O)Nc3ccc(N4CCCC(O)C4)cc3)snc2c(=O)[nH]1 (stereo unspecified)	-4.2	0.3	0.7	-8	-1.0	1	2	7	-23
CCN(CC)C(=O)C1=C(C)N(CCCOC)C(=O)C(CC(=O)NCCCCc2ccccc2)C1 (stereo unspecified)	-0.4	-0.6	.	1	0.2	.	14	.	-6
COc1cc(C(c2c(C)[nH][nH]c2=O)c2c(C)[nH][nH]c2=O)cc([N+](=O)[O-])c1O	-0.2	-9.8	-1.8	-10	-0.6	3	-10	8	-14
COc1cccc(N2CCN(C(=O)c3ccc(CS(=O)c4ccc(Cl)cc4)o3)CC2)c1 (stereo unspecified)	i	1.0	0.4	-2	0.9	2	29	-14	19
Cc1ccc(Cn2c(O)c(N=NC(=S)Nc3ccccc3F)c3cc(S(=O)(=O)N4CCOCC4)ccc32)cc1	.	-0.1	0.5	10	20	2	-8	4	-10
CC1CC(C)CN(C(=O)COC(=O)COc2ccc(C#N)cc2)C1 (stereo unspecified)	i	4.2	-1.3	-4	-0.4	.	-2	-12	1
O=C(COC(=O)c1ccccc1F)NC1CC1	1.7	0.6	0.2	-1	-3.1	.	1	0	3
O=c1c([N+](=O)[O-])cn(O)cc1[N+](=O)[O-]	i	0.2	-0.3	9	-0.2	.	0	7	-17
Brc1cccc(-c2nnco2)c1	i	.	-0.6	-11	-1.1	3	4	-18	-5
Cc1ccc(C(=O)c2ccc(O)cc2)cc1C	-9.1	.	6.9	0	-1.2	3	6	-6	6
CN(C)S(=O)(=O)c1cccc(C(=O)NCC2CCCCC2)c1	-0.4	-1.9	-0.7	0	-1.0	-4	-4	-1	5
CC(=O)c1cnc2c(-c3ccc(Cl)cc3)c(C)nn2c1C	-0.2	.	-0.7	2	-0.2	-4	-2	-11	-1
O=C(N/N=C/c1cccs1)c1cnccn1	i	.	0.1	1	0.3	-1	-2	.	7
COC(=O)C1=C(C)N(CC2CC2)C(=NCc2cccc(Cl)c2)N[C@H]1c1ccccc1	i	0.4	-2.3	1	0.5	-1	3	7	-11
CC(C)C[C@H](NC(=O)NCc1ccc(Cl)cc1)C(=O)O	i	.	-2.4	-5	-0.6	-2	5	-24	3
COc1ccc(C(CNC(=O)c2cccc(NS(=O)(=O)c3ccccc3)c2)N(C)C)cc1 (stereo unspecified)	i	1.5	-0.3	-3	1.1	1	-2	-8	5
COc1ccc(C2CC(O)(c3ccccc3)Oc3cc(OC)cc(OC)c32)cc1 (stereo unspecified)	-0.4	.	1.8	-2	0.1	.	5	11	5
O=C(Nc1ccccc1Cl)C1CCCN(c2ncnc3c2nc2n3CCCCC2)C1 (stereo unspecified)	-0.4	1.3	-0.6	-2	-1.5	-5	22	-8	-1
C(=C\c1ccncc1)/c1ccccc1	-2.4	0.0	2.3	-4	-0.6	-1	-3	-8	9
CC(C)CN(C(=O)c1ccc(F)cc1F)c1c(N)n(CC(C)C)c(=O)[nH]c1=O	-0.3	0.9	-0.9	-1	-0.9	-2	2	8	-5
O=C(NCCCN1CCOCC1)c1ccc2c(c1)N(Cc1cccc(Cl)c1)C(=O)CS2	-0.1	0.1	-0.2	9	-3.9	-3	10	-19	-4
CCCC(=O)NC(c1ccc(Cl)cc1Cl)c1ccc2cccnc2c1O (stereo unspecified)	-0.8	-3.5	-2.4	.	.	-1	12	-9	28*
COc1ccc(-n2c3c(cc(C(=O)NNc4ccccc4)c2=O)C(=O)CC(C)(C)C3)cc1	-0.4	-3.7	0.9	-6	0.2	5	-3	-4	8
CC(=NCCN(C)C)c1c(O)n(Cc2ccccc2)c(=O)[nH]c1=O	-0.5	-0.8	-0.2	2	0.2	-1	8	-2	0
Cc1nnc(NC(=O)c2c(F)c(F)c(F)c(F)c2F)s1	i	.	-0.7	1	-0.2	-2	1	1	-6
CCC(=O)Nc1cccc(NC(=S)NC(=O)c2cccs2)c1	-0.7	.	-1.9	-1	0.3	3	-3	-3	-1
CC1CCC(NC(=O)c2ccc(NC3=NC4CS(=O)(=O)CC4S3)cc2)CC1 (stereo unspecified)	-0.3	-5.7	0.0	-2	-0.2	0	-7	-1	7
COc1ccc(N2CC(C(=O)N3CCN(Cc4ccc5c(c4)OCO5)CC3)CC2=O)cc1 (stereo unspecified)	i	-0.7	0.1	-7	-1.7	-3	5	-12	7
Cn1ccnc1-c1nc2ccccc2[nH]c1=O	i	-0.8	-0.1	-1	1.0	-1	1	14	-3
CCc1cc2c(-c3ccccc3)cc(=O)oc2cc1OCC(=O)NCC1CCC(C(=O)O)CC1 (stereo unspecified)	-0.5	-2.0	-0.6	-6	-0.6	4	13	2	5
Cc1cc(C)c(S(=O)(=O)N2CCCCC2CCNC(=O)C(=O)NCc2ccccn2)c(C)c1 (stereo unspecified)	i	0.3	0.4	0	4.3	.	3	1	6
O=C(COc1ccc(Cl)cc1)Nc1cccc(S(=O)(=O)NCc2ccco2)c1	-3.2	0.6	1.2	-5	-0.9	.	10	-3	3
Cc1ccc2nc(-c3ccncc3)cc(C(=O)N3CCOCC3)c2c1	-0.3	.	-0.2	-1	-1.6	-3	-1	2	.
O=C(CN1C(=O)NC2(CCCCC2)C1=O)Oc1ccc2ccc(=O)oc2c1	i	1.4	1.4	-3	1.6	.	-1	-9	-7
O=C1CCCN1S(=O)(=O)c1ccccc1	i	-0.5	-1.5	4	-1.0	0	4	-11	3
COCc1cc(C)nc(N2CCN(Cc3ccccc3)CC2)c1C#N	-1.0	.	-0.1	-1	0.8	0	7	-20	-4
N#Cc1ccc(C(=O)Nc2cccc3ncccc23)c(F)c1	i	.	-1.1	2	0.7	-2	-11	6	-5
COc1ccc(S(=O)(=O)NCCOc2ccccc2)cc1F	i	-0.9	12	.	.	-5	9	11	-1
COCCNC(=O)CN(Cc1ccco1)C(=O)CCC(=O)Nc1nccs1	-0.3	-0.3	-1.5	8	-1.8	1	0	-8	-1
COc1ccc(CN2CCC[C@]3(N[C@H](c4ccc(C(F)(F)F)cc4)[C@@H]4C(=O)N(C)C(=O)[C@@H]43)C2=O)cc1	0.5	5.2	.	-2	-0.1	.	0	.	3
Cc1c(NC(=O)C(C)Oc2ccc(Br)cc2)c(=O)n(-c2ccccc2)n1C (stereo unspecified)	i	1.2	-0.5	-5	0.0	.	13	-6	-6

Compounds from the list above with a furan ring, fused or not (four):
SMILES	BH1578 lux ind	TcdB GH inh	PfHsp40 rescue	Anthrax LF prot	BoNT-A LC inh2	SARS 3CLpro inh	Y pestis TopoI	PriA SSB inh	PrPC surface inh
O=C(Nc1ccc2oc(-c3ccncc3)nc2c1)c1ccc(Br)o1	-0.3	0.7	1.3	-4	0.2	-3	-1	1	-4
COc1cccc(N2CCN(C(=O)c3ccc(CS(=O)c4ccc(Cl)cc4)o3)CC2)c1 (stereo unspecified)	i	1.0	0.4	-2	0.9	2	29	-14	19
O=C(COc1ccc(Cl)cc1)Nc1cccc(S(=O)(=O)NCc2ccco2)c1	-3.2	0.6	1.2	-5	-0.9	.	10	-3	3
COCCNC(=O)CN(Cc1ccco1)C(=O)CCC(=O)Nc1nccs1	-0.3	-0.3	-1.5	8	-1.8	1	0	-8	-1

Continuation:
SMILES	BH1578 lux ind	TcdB GH inh	PfHsp40 rescue	Anthrax LF prot	BoNT-A LC inh2	SARS 3CLpro inh	Y pestis TopoI	PriA SSB inh	PrPC surface inh
O=C(CCN1CCN(c2ccccc2)CC1)N/N=C/c1ccccc1O	-0.2	-3.7	-0.4	-3	-1.0	-2	-1	.	4
COc1ccc(C)cc1NC(=O)c1cc(-c2ccccc2)nc2c1cnn2C(C)C	-0.6	0.0	-1.3	5	0.0	.	23	-8	-2
CC/C(O)=C1\C(=O)CC(C)(C)CC1=Nc1ccccc1C	-0.3	.	-2.5	1	0.8	1	3	.	1
CC1CCN(c2c(NCC3CCC(C(=O)N4CCc5ccccc5C4)CC3)c(=O)c2=O)CC1 (stereo unspecified)	-0.3	0.5	-1.1	-4	0.2	-1	5	-1	-5
CCN(CC)C(=O)CSc1nnc2sc3ccccc3n12	-0.2	1.2	0.2	-7	-0.6	-2	4	-13	6
N#CC1(NC(=O)CN2C(=O)NC3(CCCCCC3)C2=O)CCCCC1	-0.4	0.2	-0.9	-2	-0.4	.	5	-2	-8
CCC(C)NC(=O)CCc1c(C)nc2nc(-c3cc(OC)cc(OC)c3)nn2c1C (stereo unspecified)	i	.	1.4	-5	-0.9	3	8	-9	-4
O=C1C2C3c4ccccc4C(Br)(c4ccccc43)C2C(=O)N1c1ccccc1O (stereo unspecified)	-0.4	.	0.1	0	-0.1	3	0	-1	-1
Cn1cc(CCC(=O)N2CCCC(C(=O)c3cccc4ccccc34)C2)cn1 (stereo unspecified)	i	0.8	0.4	5	-1.3	2	0	-2	0
CCOC(=O)c1csc(NC(=O)CN2CCOCC2)n1	i	-0.3	0.0	8	0.0	-1	4	1	0
Cc1ccc(CNC(=O)Cn2cncn2)cc1	.	.	-1.7	3	1.6	2	11	-8	-3
Cc1ccc(C(=O)NNC(=O)c2ccc(S(=O)(=O)N3CCOCC3)cc2)cc1	-0.2	0.2	0.3	5	-0.9	2	-2	1	3
O=C(Nc1ccnn1C1CCN(Cc2cccc(O)c2)CC1)C1CCCC1	0.2	1.2	0.8	3	-3.1	3	-13	-8	2
O=S(=O)(c1ccc2ccccc2c1)N(CC(O)CN1CCOCC1)c1ccccc1 (stereo unspecified)	i	.	-1.1	1	0.7	1	7	20	-12
COCCn1c(SCC(=O)Nc2cc(C)on2)nnc1-c1c[nH]c2ccccc12	i	-1.8	-1.0	-1	-0.8	-1	9	4&-11	11
CCC(C)c1ccc(NC(=S)Nc2ccc(OC)cc2)cc1 (stereo unspecified)	-1.0	.	0.4	1	-0.5	-4	5	-4	-1
CN(C)S(=O)(=O)c1ccc(Cl)c(C(=O)OCC(=O)NNC(=O)c2cccs2)c1	i	0.8	0.1	-4	-0.2	.	2	-4	-7
O=c1nc(N2CCOCC2)nc(N/N=C/c2ccc3c(c2)OCO3)[nH]1	i	-0.5	-0.9	-2	0.1	2	10	.	-15
CCN(C[C@H]1N[C@@](C)(C(=O)OC)[C@H]2C(=O)N(C)C(=O)[C@@H]12)C(C)=O	-1.0	-3.3	-0.4	-4	-0.4	.	6	-4	0
O=C(Cc1cccc(C(F)(F)F)c1)N1CCN(CC(=O)N2CCCC2)CC1	-2.9	1.2	-1.0	6	3.3	.	-2	-6	5
COc1ccc(C2c3[nH]c4ccccc4c3CCN2Cc2cccn2-c2ncccn2)cc1C (stereo unspecified)	-0.2	0.1	0.8	3	0.4	-1	-3	43	-9
O=C(c1ccco1)N1CCN(C(=O)C2CC(=O)N(c3ccccc3)C2)CC1 (stereo unspecified)	-7.7	0.9	0.4	-1	-2.4	10	3	-12	-4

Profiles from above. Screens in order: BH1578 lux ind | TcdB GH inh | PfHsp40 rescue | Anthrax LF prot | BoNT-A LC inh2 | SARS 3CLpro inh | Y pestis TopoI | PriA SSB inh | PrPC surface inh
CN(C)S(=O)(=O)c1ccc(Cl)c(C(=O)OCC(=O)NNC(=O)c2cccs2)c1 is listed with i | 0.8 | 0.1 | -4 | -0.2 | . | 2 | -4 | -7
O=S(=O)(c1ccc2ccccc2c1)N(CC(O)CN1CCOCC1)c1ccccc1 (stereo unspecified) is listed with i | . | -1.1 | 1 | 0.7 | 1 | 7 | 20 | -12
